TbREL1 inh: TbREL1 RNA ligase inhibitors, primary screen, biochemical, FRET fluorescence | AID 1117264, 2014 | RNA-editing ligase 1, mitochondrial (Trypanosoma brucei brucei), P86926 | hit rate 0.49% among 89,000 | TbREL1 RNA ligation | inhibition, % at 9.66 µM;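 active means inhibition above the mean inhibition across all screened compounds plus 3 SD, cut at about 11% in these data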;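 further: 0% = plate median of test wells and 100% = NSC42067 control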
Target sequence (P86926 whole entry, looked up): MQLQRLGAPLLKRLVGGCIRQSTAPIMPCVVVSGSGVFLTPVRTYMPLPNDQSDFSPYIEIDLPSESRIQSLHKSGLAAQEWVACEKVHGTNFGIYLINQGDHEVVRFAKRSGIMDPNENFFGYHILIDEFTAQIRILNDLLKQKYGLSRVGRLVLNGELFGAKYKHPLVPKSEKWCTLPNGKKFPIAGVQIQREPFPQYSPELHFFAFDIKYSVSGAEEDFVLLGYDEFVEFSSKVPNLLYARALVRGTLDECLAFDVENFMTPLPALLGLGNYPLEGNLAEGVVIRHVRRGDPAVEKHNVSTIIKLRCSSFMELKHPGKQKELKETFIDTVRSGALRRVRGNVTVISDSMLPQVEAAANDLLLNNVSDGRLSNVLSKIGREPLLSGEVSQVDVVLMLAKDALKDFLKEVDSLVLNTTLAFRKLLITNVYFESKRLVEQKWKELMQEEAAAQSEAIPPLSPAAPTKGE
Starred values were filed as active, the others as inactive. This is a subset (hit frequency here may not be typical).

SMILES	TbREL1 inh
COc1ccc(CC(=O)N/N=C(/C)CC(=O)N(C)c2ccccc2)cc1	-4.3
C=CCN1C(=O)/C(=C/c2ccc(O)c(OC)c2)S/C1=N/c1nccs1	1.2
O=C(O)CCNc1nc(C(F)(F)F)nc2ccccc12	-1.3
Cc1cc([N+](=O)[O-])nn1Cc1ccc(C(=O)N/N=C/c2ccc(O)cc2O)cc1	-0.4
Cc1cccc(C)c1OCC(O)Cn1nnc2ccccc21 (stereo not drawn)	0.4
O=C(OCc1ccccc1)N1CCC2CC1c1cc(-c3ccccc3)ccc12 (stereo not drawn)	3.1
CC1(C)Oc2ccc3ccc(=O)oc3c2-c2cnoc21	-1.2
CCCN1CCCCC(NC(=O)c2cccs2)C1=O (stereo not drawn)	1.3
COC(=O)C1CSC(c2ccc(Cl)cc2)N1C(=O)c1ccccc1 (stereo not drawn)	-2.8
Cc1ccc(O)c(NC(=O)C2=CC(c3ccco3)=NS(=O)(=O)N2C)c1	4.8
Clc1ccc(OCc2nnc3n2N=C(c2ccc4c(c2)OCCO4)CS3)c(Cl)c1	0.1
O=Cc1cc(N=Nc2ccc(S(=O)(=O)O)cc2)ccc1O	-0.7
Cc1ccc(-c2nc(NC(=O)CSc3nnc4scc(-c5ccccc5)n34)ns2)cc1	0.6
CSc1ccccc1-c1nnc(-c2ccc(Cl)cc2)o1	1.3
COc1ccc(OC)c(CN2C(=O)CCCC2(C)c2nnnn2C2CCCC2)c1 (stereo not drawn)	-2.2
C[C@@H](C(=O)Nc1ccccc1N1CCOCC1)N1C(=O)C2CCCCC2C1=O (stereo partly drawn)	-1.0
O=C(O/N=C/c1ccc(Br)cc1)c1ccc(F)cc1	-0.4
CCOC(=O)[C@]12CCCC=C1N(Cc1ccccc1)C(=O)[C@H](CC(=O)NCCCOC)C2	-0.6
Cc1ccc(-c2cn3cc(C)ccc3n2)cc1	1.8
COC(=O)c1cc(S(=O)(=O)N2CCN(C(C)=O)CC2)cn1C	4.8
Cc1ccc(C(=O)NNC(=O)c2ccoc2C)s1	2.9
COC(=O)c1sccc1NC(=O)CC1C(=O)NCCN1C(=O)c1ccc(N(C)C)cc1 (stereo not drawn)	-2.5
CC(C)CNC(=O)OCc1cn(Cc2cc(F)ccc2F)nn1	6.8
CC(C(=O)NC1=NCCS1)N1C(=O)C2CC=CCC2C1=O (stereo not drawn)	0.0
CC(C)N1C(=O)S/C(=C\c2ccc(-c3ccc(Cl)c(C(=O)O)c3)o2)C1=O	2.7
CC(=O)N1CCN(c2ccc(NCc3ccc(C(C)C)cc3)cc2)CC1	-4.8
CC(C)(C)S(=O)(=O)N1C[C@H]2CC(=O)C(CCO)=C2[C@@H]1CCO	-1.5
Cc1cc(C)cc(OCC(=O)O/N=C(\N)Cc2ccc([N+](=O)[O-])cc2)c1	2.3
O=C(CN1CCS(=O)(=O)CC1)N/N=C/c1cccc(C(F)(F)F)c1	-1.5
C/C(N)=C(/C#N)C(=O)COC(=O)c1ccncc1	7.1
COCCNC(=O)CCCn1c(=O)c2cc(OC)c(OC)cc2n(CC(=O)c2ccccc2)c1=O	-1.3
C[C@H](CO)N1C[C@H](C)[C@@H](CN(C)Cc2ccc(C(=O)O)cc2)Oc2c(NS(=O)(=O)c3ccc(F)cc3)cccc2C1=O	-2.2
O=C(NC1CCCCC1)C1CCCN1S(=O)(=O)c1ccc(Cl)cc1 (stereo not drawn)	1.5
COc1cccc(/C=C2\SC(=O)N(CCC(=O)NCCCn3ccnc3)C2=O)c1	-0.5
O=C(NCCCc1ccccc1)C1CCC(=O)N(CCc2ccc(Cl)cc2)C1 (stereo not drawn)	-1.6
COc1ccc(S(=O)(=O)NCC(=O)N(CC(=O)NCC2CCCO2)Cc2ccc(F)cc2)cc1 (stereo not drawn)	0.7
COCC(=O)Nc1nnc(CCc2ccccc2)s1	3.7
CCCc1nc2ccc(C(=O)OC)cn2c1Cc1cccc(F)c1	3.5
Cc1nc(SCC(=O)c2cccs2)c2oc3ccccc3c2n1	-0.8
COc1ccc(C(O)P(=O)(OCCC(C)C)c2ccc(N(C)C)cc2)cc1OC (stereo not drawn)	-2.3
Cc1ccc(C)c(N(CC(=O)NCCC2=CCCCC2)S(C)(=O)=O)c1	-2.1
O=C(NC1CCCCC1)c1sc(=S)n2c1[nH]c(=O)c1ccccc12	0.5
O=C(Nc1ccc(Cl)c(Cl)c1)OCCNC(=O)c1cccc(Cl)c1	0.4
CCc1cc(OCCN2C(=O)NC(C)(C)C2=O)ccc1Cl	7.8
Cc1cc(Cl)ccc1OCC(=O)N(Cc1ccco1)c1c(N)n(Cc2ccccc2)c(=O)[nH]c1=O	2.5
COC(=O)c1c(C(C)=O)cnc2ccc(Br)cc12	2.5
COc1ccc(N2CCN(c3oc(Cc4ccccc4)nc3C#N)CC2)cc1	-0.6
CCCn1c(SCC(=O)c2c(N)n(C3CC3)c(=O)[nH]c2=O)nnc1-c1ccncc1	0.1
O=[N+]([O-])c1ccccc1S(=O)(=O)Nc1ccc(S(=O)(=O)N2CCOCC2)cc1	-2.7
CC1CCCC(C)N1CCCNC(=O)C1CCCN(c2ncnc3c2nc2n3CCCCC2)C1 (stereo not drawn)	-0.2
Continued:
SMILES	TbREL1 inh
COc1ccc(S(=O)(=O)N2CCN(C(=O)NCc3ccc(OC)c(OC)c3)CC2)cc1	2.8
C[C@H](NC(=O)c1ccccc1Cl)C(=O)OCc1cn2cc(Cl)ccc2n1	1.2
Cc1ccc(CSc2ncnc3c2cnn3Cc2ccccc2)cc1C	2.2
CN(C)C1CCN(C(=O)c2cccc(OC3CCN(S(=O)(=O)N(C)C)CC3)c2)C1 (stereo not drawn)	2.8
CC/C(=N\NC(=S)Nc1ccc(OC)cc1)c1ccc(OC(F)F)cc1	-1.4
S=c1[nH]nc([C@@H]2C[C@H]2c2ccccc2)n1-c1ccccc1	-2.7
CCC(NS(=O)(=O)c1ccc(C)cc1)C(=O)N1CCN(c2ccccn2)CC1 (stereo not drawn)	-4.6
Cc1ccccc1C(=O)NC1CCN(CC(=O)NCc2ccc(F)cc2)CC1	-2.6
Cc1cc(O)c(/C=N/Nc2ccc(Cl)cc2)c(=O)o1	0.5
CCCOC(=O)c1ccc(NC(=O)c2cc(=O)[nH]c3ccccc23)cc1	-1.6
O=C(c1ccc2nccnc2c1)N1CCCC(N2CCN(c3ccc(F)cc3)CC2)C1 (stereo not drawn)	-1.5
CSC1=C(C#N)C(c2ccc(C)cc2)C2=C(CCCC2=O)N1 (stereo not drawn)	-1.0
O=C(O)CCC(=O)NNC(=O)COc1ccc(Cl)cc1Cl	1.1
CC(OC(=O)C1CSC2(C)CCC(=O)N12)C(=O)Nc1ccc(F)cc1 (stereo not drawn)	-2.4
Cc1cc(C)cc(CC2CC(=O)N(c3nc(C)cc(C)n3)C2=O)c1 (stereo not drawn)	0.5
COc1cccc(CNC(=O)c2c(C)nn(-c3ccccc3)c2C)c1	-1.1
CC(=O)NC(c1ccco1)c1cc(Cl)c2cccnc2c1O (stereo not drawn)	-9.0
CCN(CC)CC(O)COc1ccc2c(c1)c(C(C)=O)c(C)n2-c1ccccc1 (stereo not drawn)	3.8
O=C(NCCN1CCOCC1)c1cc(Sc2ccc(F)cc2F)nc2ccccc12	-2.2
CC(C)Cc1nc2n[nH]c(N)c2c2c1CCC2	-1.8
Cn1c(SCC(=O)N2CCN(c3ccccc3)CC2)nnc1-c1ccco1	-2.9
CN(CCCNS(=O)(=O)c1cccc2cccnc12)Cc1ccccc1	-0.6
COc1ccc(/C=C/CN2CCC(n3nccc3NC(=O)C3CC3)CC2)cc1	1.0
CC(NC(=O)c1c(F)cccc1Cl)c1ccc(-n2ccnc2)cc1 (stereo not drawn)	0.6
COc1ccc(-c2c(C(F)(F)F)oc3c(CN4CCN(C)CC4)c(O)ccc3c2=O)cc1	0.8
Cc1cc(C)c(S(=O)(=O)Nc2ccccc2C(=O)N2CCOCC2)c(C)c1	-0.9
C[C@H]1COc2cccc(N3CCN(Cc4ccccc4F)CC3)c2S(=O)(=O)N1	-1.6
O=C(O)CCCC(=O)Nc1cccc(C(=O)Nc2ccccc2C(=O)O)c1	2.1
CCOC(=O)C1(C)CCCN(C(=O)c2ccc3c(c2)OCO3)C1 (stereo not drawn)	0.1
OC(c1ccccc1)c1nc(-c2ccccc2)cs1 (stereo not drawn)	6.5
Cc1ccc(CNc2ccc(CNc3ncn[nH]3)cc2)cc1	4.4
Cc1cc(C)n2nc(C(=O)Nc3nccs3)nc2n1	2.8
Oc1cncc(-c2cccnc2)c1	-1.9
COc1cc([N+](=O)[O-])ccc1NC(=O)Cc1ccc(F)cc1	-1.2
O=C(CSc1nnc(-c2ccccn2)n1-c1ccccc1)Nc1ccc2cn[nH]c2c1	-2.1
O=C(NCCc1ccccc1)C1CCCN1C(=O)NCc1ccccc1 (stereo not drawn)	-1.8
Cc1nnsc1C(=O)NNc1c(Cl)cccc1Cl	-0.7
CC1=NN(c2ccccc2)C(=O)C1N=Nc1ccc(N)cc1 (stereo not drawn)	-3.8
Cc1ccc(C(=O)OCC(=O)Nc2c(Cl)cc(S(N)(=O)=O)cc2Cl)o1	4.1
CNC(=O)c1ccc(N(Cc2ccccc2)S(C)(=O)=O)cc1	2.8

16 successive entries already listed:
SMILES	TbREL1 inh
CN(CCCNS(=O)(=O)c1cccc2cccnc12)Cc1ccccc1	-0.6
COc1ccc(/C=C/CN2CCC(n3nccc3NC(=O)C3CC3)CC2)cc1	1.0
CC(NC(=O)c1c(F)cccc1Cl)c1ccc(-n2ccnc2)cc1 (stereo not drawn)	0.6
COc1ccc(-c2c(C(F)(F)F)oc3c(CN4CCN(C)CC4)c(O)ccc3c2=O)cc1	0.8
Cc1cc(C)c(S(=O)(=O)Nc2ccccc2C(=O)N2CCOCC2)c(C)c1	-0.9
C[C@H]1COc2cccc(N3CCN(Cc4ccccc4F)CC3)c2S(=O)(=O)N1	-1.6
O=C(O)CCCC(=O)Nc1cccc(C(=O)Nc2ccccc2C(=O)O)c1	2.1
CCOC(=O)C1(C)CCCN(C(=O)c2ccc3c(c2)OCO3)C1 (stereo not drawn)	0.1
OC(c1ccccc1)c1nc(-c2ccccc2)cs1 (stereo not drawn)	6.5
Cc1ccc(CNc2ccc(CNc3ncn[nH]3)cc2)cc1	4.4
Cc1cc(C)n2nc(C(=O)Nc3nccs3)nc2n1	2.8
Oc1cncc(-c2cccnc2)c1	-1.9
COc1cc([N+](=O)[O-])ccc1NC(=O)Cc1ccc(F)cc1	-1.2
O=C(CSc1nnc(-c2ccccn2)n1-c1ccccc1)Nc1ccc2cn[nH]c2c1	-2.1
O=C(NCCc1ccccc1)C1CCCN1C(=O)NCc1ccccc1 (stereo not drawn)	-1.8
Cc1nnsc1C(=O)NNc1c(Cl)cccc1Cl	-0.7

Continued.
SMILES	TbREL1 inh
O=C(c1ccc2c(=O)n(Cc3ccccc3)c(=S)[nH]c2c1)N1CCOCC1	4.2
CCOc1ccc2nc(SCC(=O)NNC(=O)c3ccco3)c(C)cc2c1	-4.6
CN(C(=O)c1cc2n(n1)C(C(F)(F)F)CC(c1ccco1)N2)c1ccc(OC(F)(F)F)cc1 (stereo not drawn)	-2.5
CC(OC(=O)C1=NNC(=O)CC1)C(=O)Nc1ncc(Cl)cc1Cl (stereo not drawn)	5.4
Cc1ccc(S(=O)(=O)N(CC(=O)N=Nc2c(O)[nH]c3ccccc23)c2cccc(C)c2)cc1	-1.7
O=C1CCCN1CCCNC(=S)Nc1ccc(Nc2ccccc2)cc1	-6.3
CCCN1C2CCCC1CC(NC(=S)Nc1cccc(C)c1)C2 (stereo not drawn)	-0.7
COc1ccc(-n2nc(C(=O)NCC(=O)N3CCN(c4cccc(Cl)c4)CC3)c3ccccc3c2=O)c(OC)c1	-0.6
Oc1ccc(Br)cc1/C=N/N1CCCCC1	-0.1
O=C(CNS(=O)(=O)c1ccc(C(=O)N2CCOCC2)cc1)N1CCOCC1	2.1
CCN(CC)CC(=O)NN=C(c1ccccc1)c1ccccc1	-1.9
COc1ccc(CC2(C)OC(c3ccc(Cl)cc3)=NN2C(C)=O)cc1 (stereo not drawn)	-2.9
COc1ccc(C2=NO[C@@H]3C(=O)N(C4CCCCC4)C(=O)[C@H]23)cc1OC	-3.6
NS(=O)(=O)c1ccc(NS(=O)(=O)c2ccc(NC(=O)C3CC3)cc2)cc1	-1.4
O=C1OC(c2ccccc2)/C(=C(/O)c2ccc(Cl)cc2)C1=O (stereo not drawn)	6.4
COP(=O)(OC)C(Nc1ccc([N+](=O)[O-])cc1)c1ccccc1 (stereo not drawn)	-1.1
COc1ccc(C(=O)O)cc1NS(=O)(=O)c1cccc2nsnc12	1.0
c1cncc(Cc2cc3ccccc3[nH]2)c1	-2.5
COc1ccc(/C=C(/NC(=O)c2ccc([N+](=O)[O-])cc2)C(=O)NCCCN(C)C)cc1	10.6
CCOc1c(Br)cc(/C=C2/SC(=O)N(CC(=O)N3CCCC3)C2=O)cc1OC	1.6
Cc1cccc(N2CN(Cc3cccnc3)CNC2=S)c1C	1.1
O=C(NC1CCN(CC(=O)N(c2ccccc2)c2ccccc2)CC1)c1ccc([N+](=O)[O-])cc1	-3.2
COc1ccc(S(=O)(=O)N2CCCCCC2)cc1C(=O)N1CCN(c2ccccc2O)CC1	-4.8
O=C1CC(C(=O)N2CCN(c3ccccc3O)CC2)CN1Cc1ccccc1 (stereo not drawn)	3.1
O=C(Nc1ccnn1C1CCN(Cc2ccn[nH]2)CC1)c1ccccc1	-1.7
COc1cc(C=O)ccc1OCCSc1ccc(Cl)cc1	2.2
Cc1c(S(=O)(=O)N2CCN(c3ccc(F)cc3)CC2)c(=O)n(C)c(=O)n1C	-1.8
CC(=O)N1CCCc2cc(S(=O)(=O)NCc3ccc(C)cc3)ccc21	-2.4
Cc1ccc2c(c1)nnc1nnc(SCC(=O)O)n12	1.6
C=CCn1c(O)c2ccc(C(=O)N=NC(=O)COc3ccccc3F)cc2c1O	-1.0
CCC[C@H]1[C@@H](N)CC[C@@]23CCCN2C(=O)CCC[C@@H]13	4.5
C=CCn1c(-c2cnn(-c3ccccc3)c2N)n[nH]c1=S	-4.3
COCCNC(=O)C1(C)Cc2c(-c3cccc(NC(C)=O)c3)ccnc2O1 (stereo not drawn)	0.1
